Screening data: PubChem, several laboratories
JMJD2C inh = human JMJD2C demethylase inhibition; Q9H3R0; GST-JMJD2C(1-420) H3K9me3 demethylation, DELFIA europium; inhibition, % at 2.35 µM; hit rate 0.069% among 330,000; AID 2099;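 active = more than half of a compound's replicate wells show inhibition beyond 50%, single wells judged on their own value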;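 also: signal counts dimethyl H3K9 product captured on neutravidin plate; 0% = median of DMSO wells and 100% = 0.3 times that DMSO median; strong numbers were not always called active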
PP5 primary = blocks human protein phosphatase 5 activity; inhibition, % at 6.7 µM; P53041; hit rate 0.18% among 320,000; purified PP5c, OMFP substrate fluorescence;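 active = inhibition above the campaign's mean inhibition across all tested compounds plus 3 SD, cut at about 9.5% in these data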;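 also: 0% = DMSO only and 100% = 100 µM cantharidin control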
CTSL1 counter = counter-screen for PFM18AAP inhibitors: inhibitors of F. hepatica cathepsin L1. recombinant F. hepatica cathepsin L1, Z-Leu-Arg-MCA fluorescence. inhibition, % at 5.96 µM. hit rate 0.49% among 300,000;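 active = inhibition above the mean of all tested compounds plus 3 SD, set per screening campaign, cut at about 17% in these data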;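 also: 0% = plate median of test compound wells and 100% = 1 µM Z-Phe-Ala-diazomethylketone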
LYPLA2 counter = counter-screen for PME1 inhibitors: inhibitors of human LYPLA2; hit rate 0.38% among 320,000; recombinant LYPLA2, FP-Rh probe fluorescence polarization; inhibition, % at 5.9 µM;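 active = inhibition above the screen-wide mean plus 3 SD, limit set per campaign, cut at about 26% in these data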;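 also: 0% = LYPLA2 with DMSO and 100% = wells lacking LYPLA2 enzyme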
Efflux pump mplx = antifungal efflux pump inhibition, Nile Red retention | S. cerevisiae Candida pump triplex | inhibition, % at 10 µM | hit rate 0.44% among 330,000;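 active = plate passing quality check with inhibition over a set limit, or well fluorescence over plate mean plus 4 SD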;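 also: Nile Red retained in pooled yeast measured as flow cytometry median fluorescence; 0% = buffer negative control and 100% = Enniatin B positive control; higher means more Nile Red kept so more efflux inhibition; some compounds called inactive have numbers as strong as hits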
PP1 counter = counter-screen for PP5 inhibitors: inhibitors of human PP1-alpha; P62136; purified PP1alpha, OMFP fluorescence; inhibition, % at 6.7 µM; hit rate 0.9% among 320,000;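 active = inhibition above the mean inhibition of all tested compounds plus 3 SD, computed separately for each screening campaign, cut at about 15% in these data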
Target sequence (P62136 whole entry, looked up): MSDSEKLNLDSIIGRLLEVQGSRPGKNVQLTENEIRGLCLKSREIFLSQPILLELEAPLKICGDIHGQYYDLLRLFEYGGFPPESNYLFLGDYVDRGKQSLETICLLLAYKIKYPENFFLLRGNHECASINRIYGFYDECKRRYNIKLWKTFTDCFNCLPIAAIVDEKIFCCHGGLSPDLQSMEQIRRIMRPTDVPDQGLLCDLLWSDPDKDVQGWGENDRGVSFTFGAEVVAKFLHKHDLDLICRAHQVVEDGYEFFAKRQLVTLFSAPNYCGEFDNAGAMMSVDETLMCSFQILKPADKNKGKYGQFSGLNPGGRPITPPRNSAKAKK
core dimer inh = blocks dimerization of HCV core protein | TR-FRET GST/Flag-core106 dimerization, 1536-well | inhibition, % at 5 µM | hit rate 0.33% among 300,000 | AID 1899;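 active = inhibition above the mean of all tested compounds plus 3 SD, set per screening campaign, cut at about 45% in these data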
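Assay system: GST-tagged and Flag-tagged HCV core protein residues 1-106 / Times: compound-protein-antibody incubation 4 h at 22.5 °C / Signal: time-resolved FRET, ex 340 nm, em 617 and 671 nm / Evaluation: % inhibition based on acceptor/donor emission ratio / Benchmarks: wells lacking GST-core106 and wells with excess unlabelled core106 / Repeats: singlicate, one well per compound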
TPT1 inh = C. albicans TPT1 enzyme inhibition; recombinant caTPT1, FP RNA substrate dephosphorylation; inhibition, % at 5 µM; hit rate 0.81% among 300,000;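 active = inhibition above the mean of all tested compounds plus 3 SD, set per screening campaign, cut at about 24% in these data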;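 also: plate controls were DMSO alone for no effect and ferristatin control at 100 nM for full effect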
PREPL inh = inhibitors of human prolyl oligopeptidase-like enzyme PREPL; Q4J6C6; recombinant PREPL, fluorescence polarization activity-based probe; inhibition, % at 5.96 µM; hit rate 0.68% among 320,000; AID 2751; in the data active = inhibition above about 43%;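 also: 0% = enzyme with DMSO and 100% = wells lacking enzyme; many of its hits are not listed in these tables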
Target sequence (Q4J6C6 whole entry, looked up): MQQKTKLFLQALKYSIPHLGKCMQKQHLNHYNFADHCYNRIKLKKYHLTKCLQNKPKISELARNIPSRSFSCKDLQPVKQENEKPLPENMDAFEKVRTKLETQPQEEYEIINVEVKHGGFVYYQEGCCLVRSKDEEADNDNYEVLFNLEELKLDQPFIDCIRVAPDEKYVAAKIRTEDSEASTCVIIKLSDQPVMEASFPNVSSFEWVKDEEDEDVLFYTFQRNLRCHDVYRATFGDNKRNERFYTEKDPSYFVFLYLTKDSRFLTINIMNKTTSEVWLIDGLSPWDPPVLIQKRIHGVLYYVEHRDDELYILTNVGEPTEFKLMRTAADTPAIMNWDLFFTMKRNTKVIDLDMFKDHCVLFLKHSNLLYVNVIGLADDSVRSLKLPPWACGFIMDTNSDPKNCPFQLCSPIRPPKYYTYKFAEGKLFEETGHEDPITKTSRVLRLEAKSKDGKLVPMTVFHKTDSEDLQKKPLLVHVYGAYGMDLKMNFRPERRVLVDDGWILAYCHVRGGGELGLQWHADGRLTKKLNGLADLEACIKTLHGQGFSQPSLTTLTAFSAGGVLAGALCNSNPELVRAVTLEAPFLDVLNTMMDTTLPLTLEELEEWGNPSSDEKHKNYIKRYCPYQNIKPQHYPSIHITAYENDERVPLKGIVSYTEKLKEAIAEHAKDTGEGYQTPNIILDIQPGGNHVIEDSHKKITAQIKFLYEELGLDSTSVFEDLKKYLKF
* = called active by the depositor; . = no result given; & = joins results of further samples.

SMILES | JMJD2C inh | PP5 primary | CTSL1 counter | LYPLA2 counter | Efflux pump mplx | PP1 counter | core dimer inh | TPT1 inh | PREPL inh
CCCCNC(=O)CCn1c(=O)c2ccccc2n(Cc2ccc(F)cc2)c1=O | 0 | -0.5 | 1 | -1 | 0.2 | 2 | 1 | -2 | -3
O=C1c2ccccc2C(=O)N1COc1ccc(S(=O)(=O)N2CCOCC2)cc1[N+](=O)[O-] | -6 | 1.7 | 1 | 1 | 0.1 | -6 | 3 | 1 | 3
Cc1nn(Cc2ccc(Cl)cc2)c(C)c1N | -4 | -1.8 | 1 | -6 | 0.1 | -1 | -1 | -1 | 19
Cc1nn(-c2ccc(F)cc2)c(N)c1C1(O)C(=O)Nc2ccccc21 (stereo not given) | 6 | -2.1 | 2 | 3 | -0.1 | -2 | -5 | -1 | -2
CCC(C)C(=O)Nc1nc(C)c(-c2csc(Nc3cc(OC)ccc3OC)n2)s1 (stereo not given) | 4 | 1.8 | -2 | -15 | 0.1 | -3 | -7 | 0 | 6
CC(C)(O)c1cc2ccc(C#Cc3ccsc3)cc2c(=O)o1 | -11 | 2.0 | . | 4 | -0.5 | 4 | . | . | 6
Cc1ccccc1N1C(=O)c2ccccc2NC1c1ccncc1 (stereo not given) | -7 | 0.8 | -2 | 4 | 0.0 | 1 | 0 | 3 | 7
Cc1ccc(C)c(N2CCN(C(=O)CCS(=O)(=O)c3ccc4c(c3)CCN4C(=O)C3CC3)CC2)c1 | -11 | 3.1 | 1 | 12 | 0.6 | 10 | 14 | 2 | 0
O=C(CN1C(=O)/C(=C/c2ccccc2)SC1=S)N1CCN(CCc2ccccn2)CC1 | 3 | 4.4 | 3 | 0 | 0.2 | 0 | 11 | 3 | 17
S=c1[nH]nc(COc2ccc(Cl)cc2)n1-c1ccccc1 | -1 | 1.6 | -1 | 1 | 0.3 | -1 | 6 | 0 | -12
O=C(Oc1ccc(Cl)cc1N1C(=O)CCC1=O)c1ccco1 | -15 | 2.2 | -8 | 3 | 0.1 | -5 | -1 | 2 | -1
O=C(NCCc1ccccc1)C1(c2ccccc2)CC1(Cl)Cl (stereo not given) | 6 | -0.9 | 3 | 9 | 0.0 | 0 | 0 | -10 | 4
COC(=O)CCn1nc(-c2ccc(Cl)cc2)c2ccccc2c1=O | -5 | 2.1 | -2 | 0 | 0.0 | 2 | 2 | -2 | 3
CCOC(=O)C1CCCN(C2CC(=O)N(c3ccc(NC(C)=O)cc3)C2=O)C1 (stereo not given) | 5 | 0.8 | 3 | 8 | -0.1 | -3 | -4 | 0 | 13
Cc1ccc(-c2c[nH]c(=S)n2-c2ccccc2)cc1 | -20 | -4.3 | -7 | -5 | 0.0 | 3 | 1 | 4 | 8
c1ccc(C[C@H]2CNCCN2CCC23CC4CC(CC(C4)C2)C3)cc1 | -6 | 1.2 | 3 | -7 | 0.0 | 5 | -32 | -1 | 5
Cc1cccn2c(=O)nc(SCC(=O)N3CCCCC3)nc12 | -2 | -2.0 | 6 | -1 | -0.2 | -2 | 0 | -1 | -5
O=C(NCCNC1CCCCC1)c1ccco1 | 1 | -0.9 | 1 | 1 | -0.1 | -3 | 7 | 2 | 0
CCOc1ccc2[nH]c(=O)c(CN(Cc3ccc(F)cc3)C(=O)c3ccco3)cc2c1 | 11 | 2.0 | 4 | -2 | -0.1 | 7 | 11 | 1 | -9
O=c1[nH]c(SCc2ccc(Cl)cc2)nc2[nH]ncc12 | -8 | 1.4 | 1 | -7 | -0.1 | -2 | 6 | 2 | -40
CC(Sc1ccc(S(=O)(=O)N(C)C)cn1)C(=O)NC1CCCC1 (stereo not given) | 10 | -0.1 | . | -1 | 0.0 | -2 | . | . | -2
Cc1ccnc(NC(=O)c2ccc3c(c2)S(=O)(=O)c2ccccc2C3=O)c1 | -3 | -4.1 | 0 | 11 | 0.4 | -5 | 1 | -2 | 29
Cc1ccc(-c2nn3c(C)nnc3s2)cc1NC(=O)COc1ccc(Cl)cc1 | -6 | 0.6 | -4 | -7 | 0.2 | -3 | 5 | 0 | 8
COc1ccc2[nH]c(C)c(CCNC(=S)Nc3ccc(F)cc3)c2c1 | -7 | 1.0 | 2 | -2 | 0.0 | -4 | 1 | 0 | 10
Cc1ccnc(NC(=O)CCC(=O)N(CC(=O)NC2CCCCC2)CC2CCCO2)c1 (stereo not given) | -28 | 0.2 | -2 | 5 | -0.1 | 2 | 2 | 1 | -10
COc1ccc(C2=NN(C)C(=NCc3ccccc3)SC2)cc1 | 5 | -0.3 | 8 | 4 | 0.0 | 1 | -1 | 1 | 2
O=C(Nc1ccc(S(=O)(=O)NC2CCCCC2)cc1)c1ccco1 | -25 | -0.9 | 8 | -4 | -0.2 | 7 | -6 | 1 | -9
O=C(NCC1CCCO1)c1ccc(NC(=O)C2CCCCC2C(=O)O)cc1 (stereo not given) | -11 | 1.9 | -1 | -3 | 0.1 | 1 | 4 | 2 | -4
CC(=O)Nc1ccc(S(=O)(=O)N/N=C/c2ccc(C)s2)cc1 | 8 | -0.2 | 3 | -4 | 0.1 | -1 | -13 | -6 | 2
COC(=O)c1c(NC(=O)CCNCc2ccco2)sc2c1CCC2 | 4 | 0.3 | 0 | 6 | 0.2 | -3 | 0 | 3 | 23
CCc1sc(N(C(=O)Cc2ccccc2)c2ccccc2F)nc1-c1ccc(C)cc1 | 4 | 2.3 | 3 | -7 | 0.1 | -3 | 2 | -1 | 8
CCOc1ccc(N(CC(=O)NCC(C)C)S(C)(=O)=O)cc1 | -3 | -0.3 | -3 | 6 | 0.0 | -3 | -4 | -3 | 15
CCOc1ccc(CCNC(=O)c2ccc(CS(=O)Cc3ccccc3Cl)o2)cc1 (stereo not given) | 1 | 1.9 | 2 | 5 | -0.1 | -2 | 0 | -3 | 2
COC(=O)c1ccc(COc2ccc(/C=N/Nc3nc(C)cc(=O)[nH]3)cc2)cc1 | 1 | 2.6 | 5 | 13 | 0.4 | 6 | -2 | 2 | 16
O=C1c2ccccc2C(=O)c2c1cccc2N1CCN(C/C=C/c2ccccc2)CC1 | 1 | 1.0 | -4 | 1 | 0.0 | -4 | 2 | -1 | 87*
O=C(O)CSc1cccc2cccnc12 | -2&-19 | -3.1&0.9 | 1&3 | 4&-6 | -0.1&0.1 | -4&-2 | -1&1 | -2&-5 | -6&5
Cc1ccc(NC(=O)c2ccco2)c(NC(=O)CN2C(=O)c3ccccc3C2=O)c1 | -6 | -0.3 | 0 | 2 | 0.1 | 2 | 1 | 2 | 14
COc1ccc(CCNC(=O)CNC(=O)c2ccc3c(c2)OCO3)cc1OC | 0 | 3.6 | 3 | -6 | 0.3 | 1 | -4 | 2 | 9
CCOC(=O)c1oc2ccccc2c1NC(=O)c1cc(OC)cc(OC)c1 | -11 | 2.2 | 2 | -6 | 0.0 | -1 | 0 | -1 | 4
CCN(CC)c1ccc(NS(=O)(=O)c2cn(C)c(=O)n(C)c2=O)c(C)c1 | 12 | -2.0 | 0 | 3 | -0.1 | -2 | -20 | -3 | 10
COCCn1c(=S)[nH]c2cc(C(=O)N3CCN(Cc4ccc5c(c4)OCO5)CC3)ccc2c1=O | . | 6.0 | -8 | 2 | 0.2 | -3 | 4 | 0 | -2
Cc1ccc(CNC(=O)c2cccnc2Sc2cccc(Cl)c2)cc1 | . | 0.5 | 1 | 0 | 0.0 | 0 | -3 | -2 | 9
COc1ccc(N2CC(C(=O)N3CCN(C(=O)c4ccco4)CC3)CC2=O)cc1 (stereo not given) | 103 | 1.7 | 4 | -3 | -0.1 | -1 | 5 | 3 | 1
Cc1cccc(NC(=S)NCCN(C2CCCCC2)C2CCCC2)c1 | 7 | -1.8 | 5 | 5 | 0.1 | -3 | -3 | 3 | 34
COC(=O)c1ccccc1NC(=O)CSc1nc(N)cc(=O)[nH]1 | -30 | 0.8 | -6 | -2 | 0.0 | 26* | 9 | 3 | 0

Taken from above, three compounds:
SMILES | JMJD2C inh | PP5 primary | CTSL1 counter | LYPLA2 counter | Efflux pump mplx | PP1 counter | core dimer inh | TPT1 inh | PREPL inh
COc1ccc(N2CC(C(=O)N3CCN(C(=O)c4ccco4)CC3)CC2=O)cc1 (stereo not given) | 103 | 1.7 | 4 | -3 | -0.1 | -1 | 5 | 3 | 1
Cc1cccc(NC(=S)NCCN(C2CCCCC2)C2CCCC2)c1 | 7 | -1.8 | 5 | 5 | 0.1 | -3 | -3 | 3 | 34
COC(=O)c1ccccc1NC(=O)CSc1nc(N)cc(=O)[nH]1 | -30 | 0.8 | -6 | -2 | 0.0 | 26* | 9 | 3 | 0

(further entries)
SMILES | JMJD2C inh | PP5 primary | CTSL1 counter | LYPLA2 counter | Efflux pump mplx | PP1 counter | core dimer inh | TPT1 inh | PREPL inh
O=C(NCC1CCCO1)NC1(C(F)(F)F)Oc2ccccc2O1 (stereo not given) | 10 | -0.6 | 1 | 4 | -0.3 | -2 | -8 | -1 | 12
CC(C)(C)NC(=O)COC(=O)c1nsc(Cl)c1Cl | -8 | -3.5 | -2 | -2 | 0.0 | -1 | -5 | 0 | 3
CCc1noc(C)c1C(=O)N(C)CC(=O)Nc1ccc(Br)cc1C | 6 | -1.0 | 3 | 2 | 0.1 | -6 | -2 | 4 | 15
O=C(c1cccc(S(=O)(=O)N2CCOCC2)c1)N(Cc1ccc(F)cc1)Cc1ccco1 | -1 | 0.4 | 2 | 10 | 0.0 | -2 | 2 | -1 | 6
Cc1nn(-c2ccc(N3CCCCC3)nn2)c(C)c1CCC(=O)Nc1ccc(F)c(F)c1 | 46 | 0.7 | -3 | -7 | 0.0 | 3 | 6 | 2 | 9
Cc1ccc(OCC(=O)N2CCN(S(=O)(=O)c3ccc(Cl)s3)CC2)cc1C | 2 | 3.7 | . | 4 | -0.3 | 2 | . | . | 18
O=[N+]([O-])c1ccc2c(c1)nnn2-c1ccccc1 | 7 | -1.1 | 3 | 1 | -0.1 | 5 | 3 | -1 | -18
CCOc1ccc(C2C3=C(CCCC3=O)N(CC(=O)O)C3=C2C(=O)CCC3)cc1 | -2 | -3.1 | -8 | 1 | 0.0 | 8 | -13 | -4 | 0
COc1ccc(N(CC(=O)NCc2ccccc2)C(=O)Cn2nnc(-c3ccccc3F)n2)cc1OC | -13 | 2.8 | -1 | -1 | 0.3 | 3 | 6 | -3 | 7
O=C(CNC(=O)c1ccco1)OCc1ccc(Cl)cc1 | 7 | 3.4 | 0 | 1 | 0.0 | -2 | -4 | -5 | 13
Cn1nc(C(F)(F)F)cc1Oc1ncc(C(F)(F)F)cc1Cl | 9 | -0.6 | 0 | -5 | -0.1 | -2 | -2 | 3 | 1
NC1=NS(=O)(=O)NC1c1ccc(Br)cc1 (stereo not given) | -2 | -1.0 | -1 | 2 | 0.1 | -1 | 4 | 1 | -3
Cc1ccc(C(=O)CSc2nnc(COc3ccccc3)o2)cc1 | -40 | 1.2 | -2 | 3 | 0.1 | 0 | 10 | -3 | -12
COC(=O)c1ccc(CSc2nnc3ccccn23)o1 | -6 | 0.7 | 4 | 7 | 0.8 | -5 | 6 | -2 | 20
CCCCC(=O)Nc1ccc(NC(=O)c2ccc(C)c([N+](=O)[O-])c2)cc1OC | 2 | 3.1 | 0 | 9 | 0.1 | -2 | 2 | -2 | 1
O=S(=O)(NCc1cn2ccccc2n1)c1cccs1 | -4 | -0.7 | 0 | 1 | -0.2 | 0 | -6 | -2 | 7
O=C1c2cccnc2C(=O)N1c1ccccc1-c1ccccc1 | 19 | 2.1 | -1 | -1 | 0.1 | -2 | 3 | 3 | 13

Only part of the results is shown (hit frequency here may not be typical).
